From PubChem
Mdm2-MdmX inh: inhibitors of human Mdm2-MdmX association, primary screen, cell-based, luminescence, split luciferase, SaOS-2, uHTS; Protein Mdm4 (Homo sapiens) + E3 ubiquitin-protein ligase Mdm2 (Homo sapiens), …; SaOS-2 split-luciferase Mdm2/MdmX complementation; inhibition, % at 8 µM; 330,000 compounds, 3% hits; AID 485346, 2010;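 active = inhibition of at least 50% at 8 µM in the primary screen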
Target sequence (O15151 whole entry, looked up): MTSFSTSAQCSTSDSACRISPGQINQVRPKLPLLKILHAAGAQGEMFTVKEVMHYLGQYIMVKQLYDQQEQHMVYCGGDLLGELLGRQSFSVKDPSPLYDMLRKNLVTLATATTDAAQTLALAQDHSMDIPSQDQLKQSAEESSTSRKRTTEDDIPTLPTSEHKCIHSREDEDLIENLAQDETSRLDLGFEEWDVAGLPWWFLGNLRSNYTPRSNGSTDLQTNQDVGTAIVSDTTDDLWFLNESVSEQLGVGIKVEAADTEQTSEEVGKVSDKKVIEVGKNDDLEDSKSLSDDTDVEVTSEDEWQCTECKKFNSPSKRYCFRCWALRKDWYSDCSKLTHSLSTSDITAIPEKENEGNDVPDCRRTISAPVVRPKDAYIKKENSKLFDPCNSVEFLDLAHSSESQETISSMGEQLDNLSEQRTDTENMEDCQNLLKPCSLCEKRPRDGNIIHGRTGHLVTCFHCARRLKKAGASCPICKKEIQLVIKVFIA
Target sequence (Q00987 whole entry, looked up): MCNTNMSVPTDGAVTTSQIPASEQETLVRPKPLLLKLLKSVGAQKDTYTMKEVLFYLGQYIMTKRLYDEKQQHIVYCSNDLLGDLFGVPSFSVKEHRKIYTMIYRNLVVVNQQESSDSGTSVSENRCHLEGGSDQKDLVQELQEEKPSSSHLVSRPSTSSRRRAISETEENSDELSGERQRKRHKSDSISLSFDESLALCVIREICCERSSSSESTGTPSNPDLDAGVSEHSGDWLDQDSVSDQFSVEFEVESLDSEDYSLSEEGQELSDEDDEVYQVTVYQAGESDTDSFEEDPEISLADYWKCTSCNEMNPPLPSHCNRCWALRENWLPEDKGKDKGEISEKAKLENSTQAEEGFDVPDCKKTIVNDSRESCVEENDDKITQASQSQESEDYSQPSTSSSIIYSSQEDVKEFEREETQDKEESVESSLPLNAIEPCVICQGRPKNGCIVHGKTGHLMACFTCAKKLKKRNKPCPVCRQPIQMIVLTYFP
NALP3 yeast inh: NALP3 inflammasome inhibitors in reconstituted yeast, primary screen, luminescence, uHTS | inhibition, % at 10 µM | 330,000 compounds, 0.39% hits | Yeast reconstituted NLRP3/ASC/caspase-1, beta-gal luminescence, 24 h | AID 2825, 2010;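 active = inhibition of 50% or more; inactive = inhibition below 50%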;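 also: plate controls were induced DMSO wells for no effect and uninduced yeast grown without galactose for full effect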
TIM10 inh: growth inhibitors of isogenic TIM10 control yeast, primary screen, counter-screen for tim10-1 yeast inhibitor project, luminescence, uHTS; S. cerevisiae TIM10 strain growth, BacTiter-Glo luminescence, 24 h; inhibition, % at 10 µM; 330,000 compounds, 1.4% hits; AID 463195, 2010;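 active = inhibition of 40% or more at the single tested concentration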;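 also: wild-type TIM10 isogenic control strain grown at permissive 25 °C; 0% = DMSO yeast wells and 100% = minimal medium wells without yeast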
XBP1 UPR activ: activators of adaptive XBP1 UPR arm, primary screen, cell-based, CHO-XBP1 luciferase reporter, luminescence, uHTS. IRE1-XBP1 UPR activation; percent of tunicamycin response, DMSO as zero. activation, % at 20 µM. 330,000 compounds, 0.33% hits;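 active = versus positive control, 20 µM dose yields 30% or more activation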;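 also: 100% = tunicamycin at 10 µg/mL and 0% = DMSO only wells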
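Material: CHO-XBP1 cells stably carrying IRE1-XBP1-driven luciferase reporter / Amount: 1000 cells per well / Compound: 20 µM, 1% DMSO / Times: 6 h treatment, 37 °C / Detection: luciferase luminescence / Measure: % activation of reporter signal versus tunicamycin and DMSO controls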
APJ agonist: agonists of human apelin receptor APJ, primary screen, CHO-K1 cells, PathHunter beta-arrestin, luminescence | P35414 | 0% DMSO wells, 100% apelin | activation, % at 20 µM | 330,000 compounds, 0.11% hits | AID 2520, 2010;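 active = activation more than six SD over the plate average, tested at 20 µM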;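 also: 0% = DMSO alone and 100% = apelin-13 at 10 nM; some results filed as inactive read as strong as hits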
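Test system – PathHunter CHO-K1 APJ (AGTRL-1) beta-arrestin reporter cells · Input – 1000 cells/well · Compound – single test compound dose, 20 µM final, 1% DMSO · Times – compound stimulation 90 min at 25 °C, detection 60 min · Technique – beta-gal luminescence · Read-out basis – APJ–arrestin association signal · Control set – negative DMSO alone, positive Apelin-13 at 10 nM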
GRIN3A LBD mod: binders of NR3A ligand-binding domain, primary screen, biophysical, differential scanning fluorimetry, uHTS; Tm shift relative to glycine control, % at 25 µM; NR3A LBD differential scanning fluorimetry, Tm shift; 0% = protein alone, 100% = glycine-bound protein; 340,000 compounds, 2.5% hits; Glutamate receptor ionotropic, NMDA 3A (GRIN3A) ligand-binding domain;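 active = melting temperature shift of at least 10% of the positive control shift, at one fixed dose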
tim23-1 inh: growth inhibitors of tim23-1 mutant yeast, primary screen, luminescence, uHTS; AID 463212, 2010; S. cerevisiae tim23-1 growth, BacTiter-Glo luminescence, 24 h; inhibition, % at 20 µM; 330,000 compounds, 1.3% hits;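 active = growth inhibition of the mutant yeast at or above 50%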;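 also: temperature-sensitive mutant grown at 25 °C; plate controls were DMSO-treated mutant yeast for no effect and medium wells lacking yeast for full effect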
UPR CHOP act: activators of apoptotic CHOP UPR arm, primary screen, cell-based, CHO-CHOP luciferase reporter, luminescence, uHTS. UPR activation; percent of tunicamycin response over DMSO baseline. activation, % at 10 µM. 330,000 compounds, 0.34% hits;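 active = at 10 µM dose, activation of 40% or more, normalized to positive control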;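 also: 100% = tunicamycin at 10 µg/mL and 0% = DMSO alone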
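Assay system: CHO-CHOP cells, stable luciferase reporter of PERK-eIF2a-CHOP signalling / Buffer or medium: F12 plus 10% serum / Compound dosing: one dose, 10 µM in 0.5% DMSO / Times: 6 h compound treatment, 37 °C / Technique: luciferase luminescence / Read-out: % reporter activation, DMSO baseline versus tunicamycin full activation / Benchmarks: tunicamycin and DMSO controls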
tim10-1 inh: growth inhibitors of tim10-1 mutant yeast, primary screen, luminescence, uHTS; S. cerevisiae tim10-1 ts strain growth, BacTiter-Glo, 24 h; inhibition, % at 20 µM; 330,000 compounds, 2.2% hits; AID 463190, 2010;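 active = inhibition of at least 40%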;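 also: mutant grown at 25 °C; 0% = DMSO wells with yeast and 100% = wells holding no yeast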
An asterisk follows results filed as active.

`CCCn1c(C)cc(C(=O)COC(=O)c2nccnc2N)c1C` gave Mdm2-MdmX inh -9.0, NALP3 yeast inh 8.3, TIM10 inh 10.1, XBP1 UPR activ -12.7, APJ agonist 0.3, GRIN3A LBD mod 0.2, tim23-1 inh 23.8, UPR CHOP act -6.6 and tim10-1 inh 8.3.
Cc1oc(-c2ccc(Cl)cc2)nc1CN1CCC(C(=O)NCc2ccco2)CC1 was read as Mdm2-MdmX inh -1.3, NALP3 yeast inh 10.5, TIM10 inh -2.7, XBP1 UPR activ 4.5, APJ agonist -3.1, GRIN3A LBD mod -2.3, tim23-1 inh 17.9, UPR CHOP act 1.6 and tim10-1 inh 10.2.
`COC(=O)c1c(NC(=O)CN2C(=O)c3ccccc3C2=O)sc(Cc2ccc3c(c2)OCO3)c1C` gave Mdm2-MdmX inh 5.7, NALP3 yeast inh 10.9, TIM10 inh 1.3, XBP1 UPR activ -2.4, APJ agonist 0.2, GRIN3A LBD mod -2.7, tim23-1 inh 6.6, UPR CHOP act 0.4 and tim10-1 inh 0.8.
`O=C(O)C1CCN(C(=O)COc2ccc3c(c2)oc(=O)c2ccccc23)CC1` gave Mdm2-MdmX inh 4.3, NALP3 yeast inh 0.1, TIM10 inh -1.8, XBP1 UPR activ 0.7, APJ agonist -5.0, GRIN3A LBD mod -1.1, tim23-1 inh 8.1, UPR CHOP act 2.6 and tim10-1 inh -3.7.
`COCCNC(=O)C1CCN(S(=O)(=O)c2ccc3c(c2)OCCO3)CC1` gave Mdm2-MdmX inh 10.9, NALP3 yeast inh 14.6, TIM10 inh -5.0, XBP1 UPR activ -2.9, APJ agonist 0.6, GRIN3A LBD mod 3.0, tim23-1 inh -1.7, UPR CHOP act 0.7 and tim10-1 inh -19.6.
Cc1cccc(C(=O)NC2C(=O)NNC2c2ccc(Cl)cc2)c1 (centres undefined) was read as Mdm2-MdmX inh -7.2, NALP3 yeast inh 3.8, TIM10 inh 18.8, XBP1 UPR activ -1.7, APJ agonist -3.5, GRIN3A LBD mod -1.5, tim23-1 inh 12.2, UPR CHOP act 0.2 and tim10-1 inh 16.3.
For CCCCC1C2=C(CCCC2=O)OC2=C1C(=O)CCC2 the results were Mdm2-MdmX inh 10.5, NALP3 yeast inh -3.5, TIM10 inh -10.2, XBP1 UPR activ -1.8, APJ agonist -0.7, GRIN3A LBD mod 0.8, tim23-1 inh 12.5, UPR CHOP act -2.3 and tim10-1 inh 2.7.
CCC(=O)NC(=S)Nc1ccc(NC(=O)c2cccc([N+](=O)[O-])c2C)cc1 was read as Mdm2-MdmX inh -9.8, NALP3 yeast inh 10.4, TIM10 inh 4.3, XBP1 UPR activ -0.6, APJ agonist -2.0, GRIN3A LBD mod -8.0, tim23-1 inh 3.4, UPR CHOP act 1.7 and tim10-1 inh 11.9.
`Cc1cccc(OC(C)C(=O)Nc2ccc(N3CCCCC3)cc2)c1` (centres undefined) gave Mdm2-MdmX inh 4.2, NALP3 yeast inh 17.5, TIM10 inh 6.6, XBP1 UPR activ 2.4, APJ agonist 7.6, GRIN3A LBD mod 2.5, tim23-1 inh 18.4, UPR CHOP act 1.6 and tim10-1 inh 9.0.
COc1ccc(OCC(=O)N/N=C2\CCc3ccccc32)cc1 was read as Mdm2-MdmX inh 14.0, NALP3 yeast inh 9.0, TIM10 inh 9.2, XBP1 UPR activ 0.9, APJ agonist -2.6, GRIN3A LBD mod 0.3, tim23-1 inh 9.0, UPR CHOP act 2.2 and tim10-1 inh 12.3.

Structural class: the entries above with a Cl atom
Cc1oc(-c2ccc(Cl)cc2)nc1CN1CCC(C(=O)NCc2ccco2)CC1 was read as Mdm2-MdmX inh -1.3, NALP3 yeast inh 10.5, TIM10 inh -2.7, XBP1 UPR activ 4.5, APJ agonist -3.1, GRIN3A LBD mod -2.3, tim23-1 inh 17.9, UPR CHOP act 1.6 and tim10-1 inh 10.2.
Cc1cccc(C(=O)NC2C(=O)NNC2c2ccc(Cl)cc2)c1 (centres undefined) was read as Mdm2-MdmX inh -7.2, NALP3 yeast inh 3.8, TIM10 inh 18.8, XBP1 UPR activ -1.7, APJ agonist -3.5, GRIN3A LBD mod -1.5, tim23-1 inh 12.2, UPR CHOP act 0.2 and tim10-1 inh 16.3.

Later entries:
For Cc1ccc2nc(/C(C#N)=C/c3ccc(O)c(O)c3)[nH]c2c1 the results were Mdm2-MdmX inh -0.1, NALP3 yeast inh 21.9, TIM10 inh -13.4, XBP1 UPR activ 43.0*, APJ agonist -2.7, GRIN3A LBD mod 18.9*, tim23-1 inh -4.9, UPR CHOP act 36.4 and tim10-1 inh -6.8.
For Cc1ccc(N2CCCCn3c2nc2c3c(=O)n(CC(=O)O)c(=O)n2C)cc1 the results were Mdm2-MdmX inh 2.7, NALP3 yeast inh 0.0, TIM10 inh -16.9, XBP1 UPR activ 2.3, APJ agonist -1.0, GRIN3A LBD mod 0.3, tim23-1 inh 1.9, UPR CHOP act 0.6 and tim10-1 inh -4.0.
For CC1Cc2ccccc2N1C(=O)CSc1nnc(CNc2ccccc2)o1 (centres undefined) the results were Mdm2-MdmX inh 6.2, NALP3 yeast inh 9.6, TIM10 inh 6.1, XBP1 UPR activ -2.4, APJ agonist -0.7, GRIN3A LBD mod 1.7, tim23-1 inh 9.1, UPR CHOP act -0.6 and tim10-1 inh 11.8.
CCc1nc(SCC(=O)N2CCCCC2)c2c(=O)n(C)c(=O)n(C)c2n1 was read as Mdm2-MdmX inh 4.6, NALP3 yeast inh 11.3, TIM10 inh 7.0, XBP1 UPR activ -1.1, APJ agonist 0.0, GRIN3A LBD mod 0.3, tim23-1 inh 14.7, UPR CHOP act -2.6 and tim10-1 inh -13.1.
`CCOc1ccc(C(=O)Nc2cccc3nsnc23)cc1[N+](=O)[O-]` gave Mdm2-MdmX inh 6.1, NALP3 yeast inh 2.1, TIM10 inh -1.5, XBP1 UPR activ -0.2, APJ agonist -2.0, GRIN3A LBD mod -1.1, tim23-1 inh -15.4, UPR CHOP act -1.0 and tim10-1 inh 11.3.
Screening CC(OC(=O)CCc1nc2ccccc2[nH]c1=O)c1ccccc1 (centres undefined) returned Mdm2-MdmX inh 11.2, NALP3 yeast inh -6.6, TIM10 inh 5.9, XBP1 UPR activ -2.2, APJ agonist 1.0, GRIN3A LBD mod 1.0, tim23-1 inh -6.5, UPR CHOP act 0.4 and tim10-1 inh 19.5.
Screening Cc1cc(C)cc(N=Cc2ccc([N+](=O)[O-])s2)c1 returned Mdm2-MdmX inh 12.5, NALP3 yeast inh 19.2, TIM10 inh 83.0*, XBP1 UPR activ 0.9, APJ agonist 1.6, GRIN3A LBD mod -20.4, tim23-1 inh 55.0*, UPR CHOP act 2.8 and tim10-1 inh 56.1*.
`CC(Sc1nnc(C(F)(F)F)n1C)C(=O)Nc1ccc(S(N)(=O)=O)cc1` (centres undefined) gave Mdm2-MdmX inh -20.8, NALP3 yeast inh -1.7, TIM10 inh 7.4, XBP1 UPR activ -1.5, APJ agonist -4.8, GRIN3A LBD mod -1.2, tim23-1 inh -0.2, UPR CHOP act 0.6 and tim10-1 inh 0.3.
`CCc1ccc(OCC(O)CN2CCN(c3ccccn3)CC2)cc1` (centres undefined) gave Mdm2-MdmX inh 11.2, NALP3 yeast inh 13.8, TIM10 inh -9.4, XBP1 UPR activ 2.1, APJ agonist -2.5, GRIN3A LBD mod 0.7, tim23-1 inh -1.1, UPR CHOP act 2.5 and tim10-1 inh -2.4.
For Cc1nnc2sc(SCC(=O)Nc3ccc(Cl)cc3)nn2c1=O the results were Mdm2-MdmX inh 3.5, NALP3 yeast inh 12.7, TIM10 inh 0.2, XBP1 UPR activ -4.2, APJ agonist -0.8, GRIN3A LBD mod 0.8, tim23-1 inh 13.3, UPR CHOP act 0.6 and tim10-1 inh 1.9.
Screening O=C(COC(=O)C1CC2C=CC1C2)Nc1ccccc1 (centres undefined) returned Mdm2-MdmX inh -11.4, NALP3 yeast inh 10.0, TIM10 inh -21.9, XBP1 UPR activ 1.2, APJ agonist 1.9, GRIN3A LBD mod -2.8, tim23-1 inh 6.0, UPR CHOP act 2.5 and tim10-1 inh 13.3.
`O=C(/C=C/c1cccc([N+](=O)[O-])c1)N1CCN(Cc2ccc3c(c2)OCO3)CC1` gave Mdm2-MdmX inh -7.2, NALP3 yeast inh 26.7, TIM10 inh 27.0, XBP1 UPR activ -2.8, APJ agonist 3.1, GRIN3A LBD mod 3.0, tim23-1 inh 25.2, UPR CHOP act -0.1 and tim10-1 inh 19.8.
`Cc1ccsc1C(=O)OCC(=O)NCCCc1ccccc1` gave Mdm2-MdmX inh 13.7, NALP3 yeast inh 9.6, TIM10 inh 1.1, XBP1 UPR activ 0.8, APJ agonist -4.6, GRIN3A LBD mod 0.6, tim23-1 inh 21.5, UPR CHOP act 0.3 and tim10-1 inh 13.2.
Screening Cc1nc2ccc(S(=O)(=O)NCC(=O)O)cc2s1 returned Mdm2-MdmX inh 3.6, NALP3 yeast inh 7.2, TIM10 inh -23.3, XBP1 UPR activ -2.3, APJ agonist -3.4, GRIN3A LBD mod 5.4, tim23-1 inh -3.6, UPR CHOP act 0.4 and tim10-1 inh 0.2.
Screening CCOc1ccccc1CN1CCN(Cc2nc3c(s2)CCCC3)CC1CCO (centres undefined) returned Mdm2-MdmX inh -3.3, NALP3 yeast inh 16.9, TIM10 inh 16.9, XBP1 UPR activ -2.2, APJ agonist -3.1, GRIN3A LBD mod 1.9, tim23-1 inh 5.7, UPR CHOP act -0.4 and tim10-1 inh 20.3.
`O=C(c1ccccc1)N1N=C(c2cccs2)CC1c1ccccc1O` (centres undefined) gave Mdm2-MdmX inh 17.8, NALP3 yeast inh 15.3, TIM10 inh 14.1, XBP1 UPR activ -1.6, APJ agonist -2.5, GRIN3A LBD mod -3.0, tim23-1 inh 56.6*, UPR CHOP act 5.1 and tim10-1 inh 12.1.
Cc1ccc(Cn2cccc(-c3nc4ccccc4s3)c2=O)cc1 was read as Mdm2-MdmX inh -185.6, NALP3 yeast inh 10.0, TIM10 inh 17.7, XBP1 UPR activ 0.7, APJ agonist -1.2, GRIN3A LBD mod -15.3, tim23-1 inh 7.5, UPR CHOP act 2.3 and tim10-1 inh 18.1.
CCCc1nnc(SCCSc2nnc(CCC)n2N)n1N was read as Mdm2-MdmX inh 21.5, NALP3 yeast inh -12.2, TIM10 inh 1.2, XBP1 UPR activ 2.0, APJ agonist -3.4, GRIN3A LBD mod 0.9, tim23-1 inh 4.7, UPR CHOP act -1.8 and tim10-1 inh 6.4.
